hcGAS inh: blocks human cGAS activity; Q8N884; recombinant h-cGAS, ATP depletion, Kinase-Glo luminescence; inhibition, % at 12.5 µM; 290,000 tested, 0.081% active;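 note: 0% = vehicle reaction and 100% = reaction without DNA for no activity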
Target sequence (Q8N884 whole entry, looked up): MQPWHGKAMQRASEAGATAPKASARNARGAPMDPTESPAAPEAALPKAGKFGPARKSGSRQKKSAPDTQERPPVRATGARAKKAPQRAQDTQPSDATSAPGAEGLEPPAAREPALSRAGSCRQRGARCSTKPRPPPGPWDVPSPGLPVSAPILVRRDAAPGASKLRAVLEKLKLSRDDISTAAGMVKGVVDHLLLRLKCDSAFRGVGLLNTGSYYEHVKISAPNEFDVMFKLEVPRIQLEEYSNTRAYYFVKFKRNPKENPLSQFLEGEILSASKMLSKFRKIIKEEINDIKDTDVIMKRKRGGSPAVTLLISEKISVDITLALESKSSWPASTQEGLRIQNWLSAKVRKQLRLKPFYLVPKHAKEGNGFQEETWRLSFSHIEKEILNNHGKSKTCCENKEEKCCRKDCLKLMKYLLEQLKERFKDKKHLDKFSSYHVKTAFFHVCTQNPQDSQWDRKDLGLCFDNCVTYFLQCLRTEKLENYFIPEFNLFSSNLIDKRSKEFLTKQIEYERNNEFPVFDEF
NPYLR7 agonist: activates Aedes aegypti NPYLR7 receptor; HEK293T NPYLR7/Galpha15, GCaMP6s calcium fluorescence; activation, % at 10 µM; 270,000 tested, 0.15% active; in the data active = activation above about 40%;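 note: 0% = vehicle and 100% = reference agonist at the receptor; some compounds past the cut are filed as inactive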
mcGAS lum: mouse cGAS inhibition by luminescence; 160,000 tested, 0.15% active; inhibition, % at 12.5 µM; recombinant cGAS, Kinase-Glo ATP depletion luminescence; Q8C6L5;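 note: 0% = negative control wells and 100% = reference inhibitor with no enzyme activity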
* = called active by the depositor; · = no result given; & = joins results of further samples. Cut-off read from the data, not from the text of the source, unless noted: active = inhibition above about 40%; inactive = the rest.

Screens in order – hcGAS inh | NPYLR7 agonist | mcGAS lum
1) CC(Cn1cncn1)NC1CCN(c2cccc(-c3ccc(F)cc3)c2)CC1 (stereo not drawn)
→ -2 | 1 | ·
2) CCOC(=O)C1(CCCc2ccccc2)CCN(C(=O)c2cn3ccc(C)cc3n2)CC1
→ -3 | 6 | -8
3) O=C1NC(c2ccccc2)=C(C(=O)C(F)(F)F)C(c2ccccc2C(F)(F)F)N1 (stereo not drawn)
→ 1 | 5 | -5
4) Fc1ccc(Cn2ncc3c2CN(c2nccc(CCC(F)(F)F)n2)C3)cc1
→ -4 | -4 | ·
5) Cc1cccc(CN2C(=O)C3(c4ccccc42)c2c(cc(C)n(C)c2=O)OC(=N)C3C#N)c1 (stereo not drawn)
→ 1 | -1 | -1
6) Cc1nn(-c2ccccc2)c(C)c1S(=O)(=O)N1CCn2cncc2C1
→ -6 | -1 | ·
7) O=C(NCc1nnc(SCc2ccccc2)n1-c1cc(Cl)ccc1Cl)C1C[C@H]1c1ccccc1 (stereo partly drawn)
→ -5 | 20 | -6
8) Cc1ccc(-n2nc(C(C)(C)C)cc2NC(=O)Nc2cccc(F)c2)cc1
→ -7 | -6 | -7
9) CC(C)Cc1cc(C(=O)N2CC=CCC2)n(C)n1
→ -5 | · | -10
10) COc1ccccc1C(=O)N(CCN1CCOCC1)CC(=O)N(Cc1ccccc1)Cc1ccco1
→ -5 | -7 | -5
11) C=CCNC(=O)CSc1ccnc2c1c(=O)n(C)c(=O)n2C
→ -9 | 7 | -8
12) Cc1csc2nc(CN3CCN(Cc4cccs4)CC3)cc(=O)n12
→ 2 | -3 | ·
13) OC(CN1CCCC1CCc1ccccc1)c1ccc(F)c(F)c1 (stereo not drawn)
→ -7 | 1 | ·
14) Cc1ccccc1C(=O)N1CCN(C(C(=O)NCCc2ccccn2)C2CCCC2)CC1 (stereo not drawn)
→ -4 | -5 | -4
15) CCCCc1ccc(C(=O)N2CCSC2c2cc(OC)cc(OC)c2)cc1 (stereo not drawn)
→ 2 | 0 | -1
16) Cc1ccc(NC(=O)N2CCC(C(NC(=O)c3ccc(C)cc3)C(=O)N3CCCCC3C)CC2)cc1 (stereo not drawn)
→ -1 | 6 | -6
17) Cc1cc(=O)[nH]c(-n2nc(C)c(CCC(=O)NCCc3ccccc3)c2C)n1
→ -10 | 3 | ·
18) CC(NC(=O)Cc1csc2nc(-c3ccc(F)cc3)cn12)c1ccc(F)cc1 (stereo not drawn)
→ -5 | 0 | ·
19) CCOC(=O)c1cc(-c2cccc(NC(=O)c3nnc(-c4ccccc4)o3)c2)n(-c2ccccc2C)n1
→ -4 | 3 | -5
20) CN(C(=O)c1cccc(NC(=O)NC2CC2)c1)c1ccccc1F
→ -9 | 7 | ·
21) COc1ccc(OC)c(-n2c(CNC(=O)c3ccco3)nnc2SCC(=O)N2CCc3ccccc32)c1
→ -3 | 6 | -4
22) O=C(/C=C/c1ccc(O)c(O)c1)OCCc1ccccc1
→ -4&-2 | -4&9 | -5&-4
23) COc1cc(CNCC2CCN(CCO)CC2)c2c(c1)CC(C)O2 (stereo not drawn)
→ -13 | 1 | ·
24) Clc1ccc(-c2nnc(COc3ccc4c(c3)OCO4)o2)cc1
→ 0 | 3 | ·
25) CCOC(=O)C1CCN(C(c2ccc(OC)cc2)C2Sc3nc(-c4ccco4)nn3C2=O)CC1 (stereo not drawn)
→ -1 | 2 | -5
26) Cc1ccc(CN(Cc2ccc(F)cc2)C(=O)CN(CCN2CCCCC2)C(=O)Nc2cccc(F)c2)s1
→ 5 | 0 | 0
27) CC1(C(=O)Nc2ccc3nc[nH]c3c2)CCN1C(=O)C1(c2ccccc2)CC1 (stereo not drawn)
→ -3 | 5 | -4
28) Sc1ccc2c(c1)OCCCO2
→ -4 | 0 | ·
29) Cc1[nH]ncc1C(=O)Nc1ccc(N2CCOCC2C)cc1 (stereo not drawn)
→ -8 | 2 | -16
30) COCCN(Cc1ccc(OC)c(OS(=O)(=O)c2ccc(F)cc2)c1)C(=O)c1cccs1
→ -1 | 3 | -3

Look-ups from the list:
#11 in hcGAS inh has -9
#1 in hcGAS inh has -2
#22 in NPYLR7 agonist has -4&9
#20 in hcGAS inh has -9

Full records from above. Screens in order: hcGAS inh, NPYLR7 agonist, mcGAS lum
Cc1[nH]ncc1C(=O)Nc1ccc(N2CCOCC2C)cc1 (stereo not drawn) is entered as -8, 2, -16
CCOC(=O)C1CCN(C(c2ccc(OC)cc2)C2Sc3nc(-c4ccco4)nn3C2=O)CC1 (stereo not drawn) is entered as -1, 2, -5
CCOC(=O)C1(CCCc2ccccc2)CCN(C(=O)c2cn3ccc(C)cc3n2)CC1 is entered as -3, 6, -8

Next part:
Screens in order – hcGAS inh | NPYLR7 agonist | mcGAS lum
31) CC(C)(C)c1ccc(C2SCC(=O)N2CCC(=O)NC2CC2)cc1 (stereo not drawn)
→ -7 | 1 | -7
32) Cc1ccc(-c2c(C)nn3c(N4CCOCC4)cc(C)nc23)cc1
→ -7 | 2 | -7
33) Cc1nc(C(C)C)ncc1C(=O)N1CCC(Cc2cccc(C(=O)O)c2)C1 (stereo not drawn)
→ -1 | 7 | -9
34) Cc1cccnc1C(NC(=O)C1CCN(Cc2cccc(C(F)(F)F)c2)CC1)c1ccc(Cl)cc1 (stereo not drawn)
→ -8 | 13 | -3
35) COc1ccc(N(C)S(=O)(=O)c2ccc(OC)c(N3CCN(C(=O)C=C(C)C)CC3)c2)cc1
→ -7 | 0 | -6
36) Brc1ccc(Br)c2cnccc12
→ -8 | 19 | -3
37) NCCc1nc(NCCn2nc(-c3ccccc3)ccc2=O)c2ccccc2n1
→ -6 | 10 | -8
38) Cc1ccccc1NC(=O)c1c(NC(=O)Cc2ccccc2)sc2c1CCC(C)C2 (stereo not drawn)
→ -9 | 1 | -9
39) CCCCCCCC(=O)Nc1c(-c2cccc(F)c2)nc2ccccn12
→ -11 | -3 | -9
40) Cc1cccc(N(C(=O)c2cnc3n(c2=O)CCS3)C2CCCCC2)c1
→ -12 | -1 | ·
41) Cc1ccc(C2=NOC(C(=O)NC(C)C(=O)NCc3cccnc3)C2)cc1 (stereo not drawn)
→ -3 | · | -9
42) Cc1cc(C)n(CC(C)CNC(=O)CCCn2c(C)nc3ccccc3c2=O)n1 (stereo not drawn)
→ 4 | -2 | ·
43) Cc1oc(-c2cccc(C(F)(F)F)c2)nc1CN1[C@@H]2CC[C@H]1CC(O)C2 (stereo partly drawn)
→ -3 | 9 | ·
44) CC(NC(=O)C1CCC(C(C)(C)C)CC1)c1ccc(S(N)(=O)=O)cc1 (stereo not drawn)
→ 2 | 1 | -5
45) Cc1ccc(-c2noc(-c3cccn(CC(=O)Nc4ccc(C#N)cc4)c3=O)n2)cc1
→ 0 | · | -8
46) O=C(CC1C=CS(=O)(=O)C1)N1CCC2(CC1)C(=O)Nc1ccccc12 (stereo not drawn)
→ -5 | 0 | -10
47) COc1ccc(S(=O)(=O)Oc2ccccc2CN(CCN(C)C)C(=O)c2ccco2)cc1
→ -2 | 14 | -7
48) Cc1cc2c(cc1C)NC(CC(=O)NC(N)=O)C(=O)N2 (stereo not drawn)
→ -7 | 4 | ·
49) Cc1cc(C(F)(F)F)nc(CCNc2nc(C)nc3c2cnn3C)n1
→ -1 | -4 | 1
50) Cc1cc2c(cnc3ncnn32)c(=O)n1NC(=O)c1cccnc1
→ 2 | 6 | ·
51) COCCCN(CC(=O)Nc1cc(C(C)(C)C)nn1-c1ccc(C)cc1)C(=O)Nc1cccc(Cl)c1Cl
→ -6 | 19 | -5
52) O=C(Nc1nnc(-c2cccc(Br)c2)s1)C1CCCN1 (stereo not drawn)
→ -1 | 0 | 0
53) Cc1ccccc1N1CCN([C@H]2[C@H](O)C[C@@H]3CC(C)(C)OC[C@]32O)CC1
→ 11 | -5 | -4
54) C=CCNC(=O)C(NC(=O)c1cccc(C)c1)C1CCN(C(=O)c2cccc(Br)c2)CC1 (stereo not drawn)
→ 2 | -3 | 2
55) CCCNC(=O)N1CCCC1c1nc(CCOCC2CC2)no1 (stereo not drawn)
→ -9 | · | -5
56) Cc1cccc2sc(N(CCN3CCOCC3)C(=O)c3cccc([N+](=O)[O-])c3)nc12
→ -10 | 14 | ·
57) CN1CCOC(CCNC(=O)c2cnc(-c3ccccn3)nc2)C1 (stereo not drawn)
→ -4 | · | -3
58) CCCCCCNC(=O)CC(c1cccc(OC)c1OC)c1c[nH]c2c(CC)cccc12 (stereo not drawn)
→ -4 | 13 | -6
59) O=C(O)Cc1ccc(S(=O)(=O)Cl)cc1
→ -3 | 7 | ·
60) CC(C)(C)OC(=O)NCC1CCC(C(=O)N2CCC(c3ccc(F)cc3)CC2)CC1 (stereo not drawn)
→ -4 | 20 | -6

Pulled by structure from the list above (2):
Screens in order – hcGAS inh | NPYLR7 agonist | mcGAS lum
4) Fc1ccc(Cn2ncc3c2CN(c2nccc(CCC(F)(F)F)n2)C3)cc1
→ -4 | -4 | ·
60) CC(C)(C)OC(=O)NCC1CCC(C(=O)N2CCC(c3ccc(F)cc3)CC2)CC1 (stereo not drawn)
→ -4 | 20 | -6

Continued:
Screens in order – hcGAS inh | NPYLR7 agonist | mcGAS lum
61) CCC(C)(C)C(=O)N1CCCC(OCc2ncc(C)n2CCOC)C1 (stereo not drawn)
→ -11 | · | -5
62) CCOC(=O)c1c(CN2CCOCC2)oc2c1c(Cl)c(OC(C)=O)c1ccccc12
→ 3 | 1 | ·
63) CC(C)COc1nc(-c2ccccc2F)n(-c2cccc(NC(=O)c3cccc(F)c3)c2)n1
→ -5 | -1 | -3
64) CCCOCCCNC(=O)c1cc(N2CCSCC2)nc2ccccc12
→ -1 | 21 | -6
65) Cc1nc2ccc(Cl)cn2c(=O)c1NC(=O)C(c1ccccc1)c1ccccc1
→ -16 | 4 | ·
66) Cc1noc(N)c1C(=O)OC(C)C(=O)NCC(F)(F)F (stereo not drawn)
→ -7 | -1 | ·
67) COc1ccc(C)c2sc(N(CCCn3ccnc3)C(=O)COc3ccccc3)nc12
→ 0 | -12 | -1
68) Cc1ccc(-c2[nH]ncc2CNc2ccccc2F)cc1
→ -7 | 2 | ·
69) CCOC(=O)C(C#N)=Cc1ccc(F)cc1
→ -3 | -1 | ·
70) CCOc1ccccc1C(=O)Nc1ccc(N2CCN(C(=O)c3ccc(C(=O)OC)cc3)CC2)nc1
→ -3 | 1 | -6
71) CCn1c(C2CC(=O)N(c3ccccc3Cl)C2)nc2ccccc21 (stereo not drawn)
→ -11 | 6 | -8
72) Cn1ncc([N+](=O)[O-])c1C(=O)Nc1cccc(C(F)(F)F)c1
→ -3 | -10 | -4
73) CCOC(=O)Cc1ccccc1NC(=O)NCc1ccc(F)cc1
→ -2 | 8 | ·
74) CC(CCc1c[nH]c2ccccc12)NC1CCN(C(=O)C(C)C)CC1 (stereo not drawn)
→ -5 | 6 | -15
75) COc1c(C)cc(-c2nccc(C)n2)cc1C
→ -1 | -1 | ·
76) NC(=NOC(=O)COc1ccc2ccccc2c1Br)c1cccnc1
→ -5 | -8 | ·
77) CCOC(=O)CN1CCN(c2ccccc2CC)C(=O)C1C (stereo not drawn)
→ -9 | 13 | -6
78) COc1ccc(C(=O)N(CC(=O)Nc2nc(CC(=O)NC(C)C(C)C)cs2)C(C)C)cc1 (stereo not drawn)
→ -8 | 27 | -6
79) COc1ccc(-c2nnc(SCC(=O)N/N=C\c3ccccc3C(F)(F)F)n2-c2ccccc2)cc1OC
→ -6 | 12 | -7
80) C=CCOc1ccc(CNc2nn[nH]n2)cc1OCC
→ -6 | 0 | ·
81) COc1cc2c(cc1OC)C(c1cccc(C(F)(F)F)c1)N(C(=O)C=C(C)C)CC2 (stereo not drawn)
→ -3 | 11 | -6
82) CCCC(=O)N1CCN(c2nc3nccc(-c4ccc(Cl)c(Cl)c4)n3n2)CC1
→ -6 | · | -6
83) Nc1cccc(Oc2c(F)c(F)c(Oc3cccc(N)c3)c(F)c2F)c1
→ 2 | -5 | -3
84) N#Cc1ccc(NCC2CCS(=O)(=O)C2)c(C(F)(F)F)c1 (stereo not drawn)
→ -8 | -19 | ·
85) Cc1nc(NCc2ccccc2-n2cncn2)cc(C2CCNCC2)n1
→ -6 | -5 | -9
86) COCC(=O)N(Cc1ccc(OS(=O)(=O)c2ccc(OC)cc2)cc1)C(C)C
→ -4 | 7 | -4
87) O=C(COc1ccc(Cl)cc1)NCc1ccccc1CN1CCOCC1
→ -8 | 3 | ·
88) COc1cccc(-c2ccc(SCC(=O)NC3CCCCC3)nn2)c1
→ 1 | -2 | -6
89) CN(Cc1ccccc1)c1ncccc1CNC(=O)CN1CCOC1=O
→ -7 | 9 | ·
90) CCn1c(C2CCCN(c3ncnc4nc[nH]c34)C2)n[nH]c1=O (stereo not drawn)
→ -3 | 1 | ·
91) CCOc1ccc(NC(=O)N(CCCOC)Cc2cccn2Cc2cccc(C(F)(F)F)c2)cc1
→ -1 | -7 | 0
92) CCOc1ccc(-n2nnnc2CNC(=O)NCCc2ccc(OC)cc2)cc1
→ 0 | 13 | -4
93) CCN(CC)c1onc(-c2ccccc2)c1CN(CCN(C)C)C(C)=O
→ -4 | 5 | -5
94) COc1cc(OC)c(CNC(=O)c2ccc(-c3cc(-c4cccc5c4OCCO5)[nH]n3)cc2)c(OC)c1
→ -3 | 6 | -4
95) Cc1cccnc1CCNC(=O)C1CCC(=O)N(Cc2ccccn2)C1 (stereo not drawn)
→ -9 | 12 | ·
96) COc1cc(C)c(C)cc1S(=O)(=O)Nc1cccc(-c2ccc(N3CCCC3)nn2)c1
→ -7 | -4 | -7
97) Cc1cn2c3c(=O)n(Cc4ccccc4F)c(=O)n(C)c3nc2n1CCCl
→ 2 | -7 | 0
98) O=C(O)c1ccc(C2CCN(C(=O)CCc3ccncc3)C2)cc1 (stereo not drawn)
→ -6 | 4 | -10
99) CC(C)Cc1noc(CN(C)c2nc(-c3ccccc3)nc3c2CCNC3)n1
→ -8 | 22 | ·
100) CCCc1nc(CNC(=O)c2cc3n(n2)CCCN(C(C)=O)C3)cs1
→ -1 | 5 | -16

Bioassay records from PubChem.

No enrichment for hits; overall some 0.26% were active at least once.
